Screens from PubChem.
aDG glyco up = increases alpha dystroglycan glycosylation; Pro5-aDG cells, alpha-DG glycosylation AlphaScreen (IIH6); 0% Pro5, 100% B10-LARGE cell signal; activation, % at 10 µM; 360,000 tested, 0.22% active;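 active means activation of at least 8% versus controls, or a plate z-score of at least 8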;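 further: Pro5 are CHO cells carrying HIG-tagged alpha-DG that lacks glycosylation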
HTR2A ag = mouse HTR2A agonism via beta-arrestin recruitment | CHO-K1 mHTR2A beta-arrestin complementation, luminescence; percent of 30 µM serotonin response | activation, % at 7.6 µM | 360,000 tested, 0.66% active | AID 624169;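 active means activation above a run cutoff, the mean activation of all tested compounds plus 3 SD, cut at about 14% in these data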;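 further: 0% = plate median of compound wells and 100% = 30 µM serotonin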
Cardio protect = protects H9c2 cardiomyocytes from peroxide injury | H2O2 injury protection, ATPLite, 2 h | protection from H2O2 cell death, % at 20 µM | 360,000 tested, 0.63% active;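 active means compounds giving at least 50% protection of heart cells from peroxide-induced death in the single-dose screen, raw or plate-pattern-corrected value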;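 further: 0% = DMSO wells with peroxide and 100% = DMSO wells without peroxide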
iPSC survival up = increases survival of single human iPS cells; 360,000 tested, 0.044% active; hiPSC single-cell survival, ATPlite luminescence; 100% = ROCK inhibitor wells, 0% = DMSO; survival enhancement, % at 20 µM; in the data active means survival enhancement above about 18%;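 further: cells exposed to compounds for 16 hours before the ATP read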
Exocytosis inh = blocks lytic granule exocytosis | TALL-104 LAMP-1 surface exposure, flow cytometry; cells stimulated with thapsigargin and PMA | inhibition, % at 10 µM | 360,000 tested, 0.66% active | AID 651702;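 active means inhibition above about 55%, limit read from the data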
N-glyco inh = N-linked glycosylation inhibition. 360,000 tested, 0.23% active. D54 ERlucT glycosylation luciferase reporter, 24 h; percent of 100 nM tunicamycin response. reporter increase, % at 12.5 µM;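 active means mean luciferase reporter signal, scaled so untreated is 0 and the glycosylation-blocking control 100, at or above a set limit in every replicate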;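 further: luciferase carries N-glycosylation sites so blocking glycosylation raises the light; 0% = median of neutral control wells and 100% = median of 100 nM tunicamycin wells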
CaV13 ICDI inh = Disruptors of the CACNA1D IQ motif to Ca2+-dependent inactivation inhibitor domain association, primary screening, Förster resonance energy transfer in intact living …; HEK cells, CFP/YFP FRET ICDI-IQ, plate reader, 10 min; percent FRET-ratio fall versus neutral wells; inhibition, % at 12.3 µM; 340,000 tested, 0.098% active; AID 743397;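 active means mean replicate inhibition of at least 30% and at least 1% of replicates passing that level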;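 further: 0% = median of the neutral control wells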
ABCB6 inh 2 = blocks the human ABCB6 transporter. K562-ABCB6 porphyrin accumulation, flow cytometry, 1 h; active compounds read low. fluorescence ratio to DMSO, % at 10 µM. AID 602162. 360,000 tested, 0.19% active;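 active means fluorescence ratio to DMSO below 75%, the collection mean minus 3 SD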;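 further: signal is porphyrin accumulated inside mitochondria; 100% equals median channel fluorescence of DMSO control wells; lower ratio means ABCB6 inhibition with less porphyrin fluorescence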
Target sequence (Q9NP58 whole entry, looked up): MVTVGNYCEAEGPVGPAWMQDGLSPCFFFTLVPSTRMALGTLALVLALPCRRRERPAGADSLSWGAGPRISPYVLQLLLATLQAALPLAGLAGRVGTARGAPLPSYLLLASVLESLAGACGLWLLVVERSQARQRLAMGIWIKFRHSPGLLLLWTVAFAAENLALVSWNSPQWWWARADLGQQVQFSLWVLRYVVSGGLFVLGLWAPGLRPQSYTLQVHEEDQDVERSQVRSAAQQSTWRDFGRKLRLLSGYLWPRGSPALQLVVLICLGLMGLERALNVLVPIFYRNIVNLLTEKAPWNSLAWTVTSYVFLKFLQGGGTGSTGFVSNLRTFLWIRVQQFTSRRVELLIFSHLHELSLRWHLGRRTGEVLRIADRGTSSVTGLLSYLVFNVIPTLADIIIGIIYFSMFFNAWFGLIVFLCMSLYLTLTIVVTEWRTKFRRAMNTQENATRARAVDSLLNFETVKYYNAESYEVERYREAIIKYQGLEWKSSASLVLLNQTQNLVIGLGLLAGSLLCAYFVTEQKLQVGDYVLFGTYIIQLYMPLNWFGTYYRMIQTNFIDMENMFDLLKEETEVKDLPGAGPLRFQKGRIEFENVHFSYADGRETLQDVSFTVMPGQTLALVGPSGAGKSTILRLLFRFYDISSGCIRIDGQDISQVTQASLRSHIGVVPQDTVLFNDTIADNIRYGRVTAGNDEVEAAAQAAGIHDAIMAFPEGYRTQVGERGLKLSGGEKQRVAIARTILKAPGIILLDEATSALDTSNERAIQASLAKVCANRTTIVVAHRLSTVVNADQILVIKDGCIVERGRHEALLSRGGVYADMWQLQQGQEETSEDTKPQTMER
Vif imaging = HIV Vif inhibition; HEK293T cells, Vif self-association by quenched fluorescence, imaging, 24 h; inhibition, % at 7.49 µM; 340,000 tested, 0.35% active; in the data active means inhibition above about 50%, passing the limit was not always enough; further: some results filed as inactive read as strong as hits
PDI inh = PDI (human) enzyme inhibition | P07237 | PDI insulin aggregation turbidity, A650, 90 min | inhibition, % at 10 µM | 350,000 tested, 0.052% active | AID 588391;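 active means mean inhibition across replicates of 30% or more, whatever share of single replicates reach that level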;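 further: absorbance from insulin aggregation driven by PDI reduction with DTT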
An asterisk follows results filed as active; x = no result given.

SMILES	aDG glyco up	HTR2A ag	Cardio protect	iPSC survival up	Exocytosis inh	N-glyco inh	CaV13 ICDI inh	ABCB6 inh 2	Vif imaging	PDI inh
Cc1csc(=O)n1CCC(=O)OCC(=O)Nc1ccc(F)c(F)c1F	0.2	5	2	0.4	-2	0	-6	101	10	3
COc1cccc(NC(=O)CSC(N)=O)c1	-0.3	2	1	0.3	-2	3	-3	97	7	2
Cc1ccccc1-n1c(SC/C(O)=C(\C#N)c2nc3ccccc3[nH]2)nnc1-c1ccncc1	-0.1	-2	7	0.9	-4	0	-4	93	-12	7
Cc1nn(Cc2ccc(C(=O)N3CCOCC3)o2)c(C)c1Br	0.2	3	-4	6.7	3	2	-4	96	1	-1
Fc1ccccc1N1CCN(c2nnnn2-c2ccccc2)CC1	0.2	-3	-4	0.1	3	0	-3	95	3	4
Cc1ccc(S(=O)(=O)N2CCN(C(=O)c3n[nH]c(=O)c4ccccc34)CC2)c(C)c1	0.2	-2	0	0.5	3	1	-5	95	53*	-6
NCCCNc1ccc([N+](=O)[O-])cc1C(F)(F)F	-0.3	1	9	-1.6	-4	-1	-4	102	-1	4
CCOC(=O)C1CCCN(C(=O)c2cc3ccccc3cc2OC)C1 (configuration not stated)	0.0	-4	-5	0.6	-2	0	-7	105	0	-4
CCOc1ccccc1C=NNC(=O)c1cccc2ccccc12	0.1	-5	4	-0.1	-13	-1	-6	97	2	-13
COc1ccc(/C=N/NC(=O)c2cc(C3CC3)[nH]n2)cc1OC	0.2	1	-7	1.6	-8	1	-3	80	-14	0
O=C(COC(=O)c1ccc(S(=O)(=O)N2CCCC2)cc1)NCc1ccco1	-0.3	0	5	-0.5	4	-1	-2	102	-5	0
O=C(CCNS(=O)(=O)c1ccccc1)OCC(=O)c1ccc[nH]1	-0.1	-2	13	0.3	-5	2	-3	102	7	8
CC1=NN(C(N)=S)C(=O)C1N=Nc1cccc(C)c1 (configuration not stated)	-0.1	-2	3	-0.4	-2	2	-7	94	-8	-4
CCOC(=O)c1c(-c2ccccc2)nc2ccc(Cl)cn12	0.0	1	0	2.2	-4	5	-4	96	1	2
COc1ccccc1C(C(=O)NCc1ccc(F)cc1)N(C(=O)c1csnn1)C1CC1 (configuration not stated)	0.0	1	0	0.3	2	1	-3	94	-21	-10
C(=N\Nc1ncnc2sc3c(c12)CCC3)/c1ccncc1	-0.1	-4	29	-3.8	-1	-8	-4	95	-2	-3
O=C1c2ccccc2NC(c2ccc3c(c2)OCCO3)N1c1ccc2c(c1)OCCO2 (configuration not stated)	0.0	-2	-9	-3.8	-2	-15	-5	124	-7	1
CCCCc1ccc(NC(=O)CSc2nc(=O)n(CCN(CC)CC)c3c2CCCC3)cc1	2.0	-12	-14	0.3	82*	-9	-6	100	-2	-3
O=C(NC1CCCCC1)C(c1ccc(F)cc1)N(Cc1ccccc1)C(=O)CN1C(=O)c2ccccc2S1(=O)=O (configuration not stated)	0.4	3	1	0.9	-1	1	-5	98	-3	-12
NC(=O)CSc1nnc(-c2ccncc2)n1-c1ccc(Cl)cc1	0.0	2	2	0.0	-2	1	-6	98	8	2
O=C(CN1CCc2ccccc21)NC(c1ccccc1)c1ccccc1	0.3	-1	-1	-0.6	4	-2	-5	100	4	1
CC(C)Cn1c(=O)c2c(nc3n2CC(C)CN3Cc2ccccc2)n(C)c1=O (configuration not stated)	-0.1	10	8	1.3	10	2	-3	95	-8	0
COc1ccc(OC)c(S(=O)(=O)NCCc2csc(-c3cccnc3)n2)c1	0.1	-5	3	0.1	0	1	-5	96	-14	-9
CC(=O)Nc1ccc(C(=O)N2CCc3cc4c(cc3C2C)OCCCO4)cc1 (configuration not stated)	0.3	-1	-3	2.5	-4	2	x	98	-3	x
CCCCn1nnnc1C(c1ccccc1)N1CCN(c2ccc(OC)cc2)CC1 (configuration not stated)	0.1	-4	x	0.0	-6	x	-5	95	x	x

Next entries:
SMILES	aDG glyco up	HTR2A ag	Cardio protect	iPSC survival up	Exocytosis inh	N-glyco inh	CaV13 ICDI inh	ABCB6 inh 2	Vif imaging	PDI inh
CC(C)(C)c1ccc(CSc2nc(N)cc(=O)[nH]2)cc1	1.3	4	-18	-0.5	-26	5	x	91	-10	5
CN(C)/C=N/c1ncc(-c2ncc(C(F)(F)F)cc2Cl)cn1	0.0	1	-6	-3.4	-2	1	1	100	-2	-4
COc1ccc(/C(O)=C2/C(=O)C(=O)N(CCN3CCOCC3)C2c2cccnc2)cc1OC (configuration not stated)	-0.1	1	-5	-1.9	3	3	-10	100	5	-4
COc1ccc(NS(=O)(=O)c2ccc(O)c(NC(=O)c3ccc(S(=O)(=O)N4CCCC4)cc3)c2)cc1	-0.2	-2	1	-0.5	7	0	-3	108	-4	2
COc1nc(NCc2ccco2)nc(NC2CCCCC2)n1	-0.1	-1	-2	0.2	-5	1	-9	95	3	1
CCOC(=O)CCCCCC(=O)Nc1ccc2c(c1)C(=O)N([C@H](C)CO)C[C@@H](C)[C@H](CN(C)Cc1ccc3c(c1)OCO3)O2	0.0	-7	-4	1.8	-12	4	-3	98	0	-1
COc1ccc(C(=O)OCc2ccccc2F)cc1S(=O)(=O)N1CCCC1	-0.1	-7	2	-0.3	2	0	-5	88	-4	-7
COc1ccc(C(=O)Oc2ccc3ccc(=O)oc3c2)cc1	0.1	5	-12	-0.3	15	3	-5	100	-11	2
CN(C)CCCNc1oc(-c2ccccc2)nc1C#N	-0.2	-6	15	3.0	-2	1	x	118	-5	7
N#Cc1c(=O)c2nc(NCCCO)ncc2n2c(=O)c3ccccc3[nH]c12	0.1	2	8	1.5	3	1	-6	97	2	8
CSC[C@@H]1NC(=S)N(c2ccc(C)cc2)C1=O	0.4	10	7	0.5	4	0	-3	100	-5	20
Cc1ccccc1SCc1noc(C(=O)NC(C)C)c1C(=O)O	0.0	3	-1	-1.6	-3	2	-11	100	x	4
C/C(=N\NS(=O)(=O)c1ccc(Br)cc1)c1ccc(-n2ccnc2)cc1	0.0	-1	-4	-0.3	-2	-2	-2	104	-12	12
COCCn1c(N)c(N(Cc2ccccc2)C(=O)C2=COCCO2)c(=O)[nH]c1=O	-0.8	-8	6	0.1	2	1	x	97	0	8
CCc1ccc(NC(=S)Nc2ccc3[nH]c(=O)[nH]c3c2)cc1	0.1	-2	-2	-0.1	8	1	22	98	8	-7
CCOC(=O)C1(C)/C(=N/Nc2ccccc2)C(=O)C(=O)N1c1ccccc1 (configuration not stated)	-0.3	-1	13	1.6	2	2	-5	98	17	-4
CC1CN(c2nc3c(c(=O)n(C)c(=O)n3C)n2Cc2c(Cl)cccc2Cl)CC(C)O1 (configuration not stated)	0.3	-3	7	-0.5	-3	1	-2	95	-11	5

Some of the entries above, set out differently.
Molecule | aDG glyco up | HTR2A ag | Cardio protect | iPSC survival up | Exocytosis inh | N-glyco inh | CaV13 ICDI inh | ABCB6 inh 2 | Vif imaging | PDI inh
COc1ccc(OC)c(S(=O)(=O)NCCc2csc(-c3cccnc3)n2)c1 | 0.1 | -5 | 3 | 0.1 | 0 | 1 | -5 | 96 | -14 | -9
CC(=O)Nc1ccc(C(=O)N2CCc3cc4c(cc3C2C)OCCCO4)cc1 (configuration not stated) | 0.3 | -1 | -3 | 2.5 | -4 | 2 | x | 98 | -3 | x
CCCCn1nnnc1C(c1ccccc1)N1CCN(c2ccc(OC)cc2)CC1 (configuration not stated) | 0.1 | -4 | x | 0.0 | -6 | x | -5 | 95 | x | x
CC(C)(C)c1ccc(CSc2nc(N)cc(=O)[nH]2)cc1 | 1.3 | 4 | -18 | -0.5 | -26 | 5 | x | 91 | -10 | 5
CN(C)/C=N/c1ncc(-c2ncc(C(F)(F)F)cc2Cl)cn1 | 0.0 | 1 | -6 | -3.4 | -2 | 1 | 1 | 100 | -2 | -4
COc1ccc(/C(O)=C2/C(=O)C(=O)N(CCN3CCOCC3)C2c2cccnc2)cc1OC (configuration not stated) | -0.1 | 1 | -5 | -1.9 | 3 | 3 | -10 | 100 | 5 | -4
COc1ccc(NS(=O)(=O)c2ccc(O)c(NC(=O)c3ccc(S(=O)(=O)N4CCCC4)cc3)c2)cc1 | -0.2 | -2 | 1 | -0.5 | 7 | 0 | -3 | 108 | -4 | 2
COc1nc(NCc2ccco2)nc(NC2CCCCC2)n1 | -0.1 | -1 | -2 | 0.2 | -5 | 1 | -9 | 95 | 3 | 1
CCOC(=O)CCCCCC(=O)Nc1ccc2c(c1)C(=O)N([C@H](C)CO)C[C@@H](C)[C@H](CN(C)Cc1ccc3c(c1)OCO3)O2 | 0.0 | -7 | -4 | 1.8 | -12 | 4 | -3 | 98 | 0 | -1
COc1ccc(C(=O)OCc2ccccc2F)cc1S(=O)(=O)N1CCCC1 | -0.1 | -7 | 2 | -0.3 | 2 | 0 | -5 | 88 | -4 | -7
COc1ccc(C(=O)Oc2ccc3ccc(=O)oc3c2)cc1 | 0.1 | 5 | -12 | -0.3 | 15 | 3 | -5 | 100 | -11 | 2
CN(C)CCCNc1oc(-c2ccccc2)nc1C#N | -0.2 | -6 | 15 | 3.0 | -2 | 1 | x | 118 | -5 | 7
N#Cc1c(=O)c2nc(NCCCO)ncc2n2c(=O)c3ccccc3[nH]c12 | 0.1 | 2 | 8 | 1.5 | 3 | 1 | -6 | 97 | 2 | 8
CSC[C@@H]1NC(=S)N(c2ccc(C)cc2)C1=O | 0.4 | 10 | 7 | 0.5 | 4 | 0 | -3 | 100 | -5 | 20
Cc1ccccc1SCc1noc(C(=O)NC(C)C)c1C(=O)O | 0.0 | 3 | -1 | -1.6 | -3 | 2 | -11 | 100 | x | 4
C/C(=N\NS(=O)(=O)c1ccc(Br)cc1)c1ccc(-n2ccnc2)cc1 | 0.0 | -1 | -4 | -0.3 | -2 | -2 | -2 | 104 | -12 | 12
COCCn1c(N)c(N(Cc2ccccc2)C(=O)C2=COCCO2)c(=O)[nH]c1=O | -0.8 | -8 | 6 | 0.1 | 2 | 1 | x | 97 | 0 | 8
